MsrA act = activates bovine MsrA enzyme. purified bovine MsrA, absorbance read-out. activation, % at 10.6 µM. 360,000 compounds, 0.3% hits. AID 602163; in the data active means activation above about 7.5%;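 further: 0% = vehicle and 100% = reference activator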
PABP1 MLLE inh = blocks PAM2 peptide binding to the PABP1 MLLE domain; AID 588489; P11940; GST-MLLE / FITC-PAM2 fluorescence polarization; 360,000 compounds, 0.36% hits; inhibition, % at 20 µM; in the data active means inhibition above about 35%, passing the limit was not always enough;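 further: plate controls were DMSO wells with GST-MLLE for no effect and wells lacking GST-MLLE protein for full effect; some results filed as inactive read as strong as hits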
FAS-TE inh = blocks the thioesterase domain of human fatty acid synthase. P49327. recombinant FAS-TE, OMFH fluorogenic substrate, fluorescence endpoint. inhibition, % at 15 µM. 360,000 compounds, 0.67% hits. AID 602261;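 active means compounds whose normalised, plate-corrected inhibition of enzyme fluorescence in the single-dose primary screen is 50% or more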;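 further: 0% = DMSO with enzyme and 100% = substrate without enzyme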
eLon inh = inhibitors of E. coli Lon protease. P0A9M0. purified E. coli Lon protease, fluorescence polarization. inhibition, % at 7.94 µM. 360,000 compounds, 0.42% hits; in the data active means inhibition above about 13%, passing the limit was not always enough;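 further: 0% = enzyme with probe and DMSO and 100% = no enzyme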
Neddylation inh = inhibitors of human cullin neddylation | 360,000 compounds, 0.58% hits | TR-FRET cullin neddylation, biochemical | calls only at 25 µM | P61081+Q13564; in the data active means inhibition above about 36%
Target sequence (P61081 whole entry, looked up): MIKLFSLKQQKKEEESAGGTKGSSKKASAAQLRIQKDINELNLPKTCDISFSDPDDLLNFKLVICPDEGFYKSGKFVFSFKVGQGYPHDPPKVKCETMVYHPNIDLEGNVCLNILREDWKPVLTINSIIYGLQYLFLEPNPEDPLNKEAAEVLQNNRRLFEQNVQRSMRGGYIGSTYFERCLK
Target sequence (Q13564 whole entry, looked up): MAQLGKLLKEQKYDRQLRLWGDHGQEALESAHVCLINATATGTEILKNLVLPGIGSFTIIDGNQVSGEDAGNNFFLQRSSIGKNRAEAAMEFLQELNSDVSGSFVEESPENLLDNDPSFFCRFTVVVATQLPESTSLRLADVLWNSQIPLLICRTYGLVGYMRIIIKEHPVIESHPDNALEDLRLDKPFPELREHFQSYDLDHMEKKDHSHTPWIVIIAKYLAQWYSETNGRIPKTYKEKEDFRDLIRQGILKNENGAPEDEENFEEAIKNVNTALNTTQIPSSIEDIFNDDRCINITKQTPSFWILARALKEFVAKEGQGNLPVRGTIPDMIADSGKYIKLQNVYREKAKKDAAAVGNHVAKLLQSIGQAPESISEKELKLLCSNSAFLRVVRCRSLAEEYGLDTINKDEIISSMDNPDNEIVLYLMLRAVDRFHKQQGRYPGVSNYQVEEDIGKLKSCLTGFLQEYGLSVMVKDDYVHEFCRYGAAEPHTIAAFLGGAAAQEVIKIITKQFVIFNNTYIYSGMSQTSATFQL
MT1-MMP act inh = inhibitors of human MT1-MMP activation. GFP/RFP ratio change, % at 20 µM. HT1080 RFP-PRO-GFP cells, GFP/RFP ratio fluorescence, overnight; percent of plate control window, DMSO zero. 360,000 compounds, 0.061% hits. P50281;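 active means GFP/RFP ratio change of at least 30% with cell ATP level not reduced by more than half and red fluorescence within 50% of control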; further: strong numbers were not always called active
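Material – HT1080 RFP-PRO-GFP cells · Control set – DMSO wells and RFP-L50D-GFP cells · Incubation – overnight cell settling, then overnight compound exposure, 37 °C, 5% CO2 · Compound dosing – single-point 20 µM compound, 1% DMSO · Read-out – GFP/RFP fluorescence ratio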
NRP1-CendR mod = alters CendR peptide binding to human NRP-1. 360,000 compounds, 0.85% hits. FAM-RPARPAR peptide binding to NRP-1, fluorescence polarization. O14786. inhibition, % at 25 µM;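 active means inhibition or corrected inhibition above about 18%, plus a signal ratio from 0.5 to 1.5, limit read from the data, passing the limit was not always enough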; further: strong numbers were not always called active
SKN-1 block = blocks SKN-1 activity in C. elegans. C. elegans VP596 Pgst-4::GFP/RFP ratio, acrylamide-induced, 24 h. 360,000 compounds, 0.49% hits. inhibition, % at 21.8 µM;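 active means interference check ratio from 0.5 to 1.5 plus GFP to RFP signal ratio inhibition reaching or exceeding a fixed threshold, cut at about 30% in these data, passing the limit was not always enough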; further: some compounds called inactive have numbers as strong as hits
Rin1 Abl inh = blocks binding of human Rin1 to Abl | TR-FRET Rin1/Abl binding, biochemical | 360,000 compounds, 0.4% hits | P00519+Q13671 | inhibition, % at 7.35 µM | AID 588664; in the data active means inhibition above about 5%, passing the limit was not always enough
Active calls of the source: *; i = inactive; / = not tested or not shown; + = active, no number.

Values in the order – MsrA act, PABP1 MLLE inh, FAS-TE inh, eLon inh, Neddylation inh, MT1-MMP act inh, NRP1-CendR mod, SKN-1 block, Rin1 Abl inh
> Cc1ccc(N2CC(C(=O)N3CCC4(CC3)CC(=O)c3ccccc3O4)CC2=O)cc1 (centres undefined)
  -2, 19, -2, -3, i, -12, 8, -6, -1
> CN(C)S(=O)(=O)Nc1ccc(Cc2ccncc2)cc1
  -3, 0, -6, -6, i, 1, -3, 18, 0
> Cc1ccc2c(c1)S/C(=C/c1ccc[n+](C)c1)N2CCO
  -8, -119, -8, -14, i, -33, -6, -6, -7
> CCc1c(C)sc(NC(=S)Nc2cccnc2)c1C(=O)OC
  -2, 30, -2, -5, i, 3, -1, -6, -2
> O=[N+]([O-])c1cc(S(=O)(=O)Nc2cccc(C(F)(F)F)c2)ccc1-n1nnc2ccccc21
  -4, 3, 66*, 7, i, 6, 2, 5, -2
> COCCN1C[C@@H](CO)O[C@@H](n2cnc3c(NCc4ccncc4)ncnc32)C1
  -2, -6, -4, -5, i, 2, 0, 12, -5
> CCN(CC)C(=O)C1CCN(S(=O)(=O)c2c(C)noc2/C=C/c2cccc(C)c2)CC1
  2, -11, 18, 3, i, -2, 0, 17, 1
> O=C(N/N=C/c1cccnc1)c1ccc(S(=O)(=O)N2CCCCCC2)cc1
  -2, 3, -3, -3, i, -1, -1, -10, -4
> S=C(NCc1ccc(Cl)cc1)NC1CCCCC1
  -5, -76, 14, 3, i, 4, 17, 1, -1
> Cc1ccn(C(=O)c2ccc(NC(=O)CC(C)C)cc2)n1
  -11, -2, -7, -7, i, 0, 4, 1, -1
> CC(=O)C1=C(O)C(=O)N(c2cc(C(C)(C)C)on2)C1c1ccc(Br)cc1 (centres undefined)
  1, -16, 10, -9, i, 13, -11, -1, 0
> C=CCn1c2ccccc2c2nnc(SCc3ccc4nonc4c3)nc21
  -1, -1, 41, -2, i, -6, -8, 7, 1
> COc1ccc(C2c3cc4c(cc3OC(N3CCOCC3)C2C)OCO4)c(OC)c1 (centres undefined)
  0, -9, 27, -1, i, 6, 6, 20, 1
> O=C(CN1CCSCC1)N/N=C/c1cccc(Cl)c1
  2, -11, -7, 5, i, 4, -18, 11, 0
> O=C(NCc1ccco1)C1(S(=O)(=O)c2ccccc2)CC=CC1
  -2, 4, -6, -5, i, 2, 14, 4, 6
> Cc1cc(C)n2nc(-c3ccc(Cl)cc3)cc2n1
  -1, -7, 7, 2, i, -7, -5, 19, -3
> COC(=O)c1ccccc1NC(=O)C1CC(=O)N(C2CCCCC2)C1 (centres undefined)
  -2, -1, -6, 15, i, -2, 1, 1, -7
> CCCOc1ccc(NC(=O)CC2Nc3ccccc3NC2=O)cc1 (centres undefined)
  -3, -58, 0, 4, i, 5, -4, 6, 6
> COc1ccc(C(=O)Nc2ccc(Br)cn2)cc1S(=O)(=O)N1CCOCC1
  -3, 4, -4, -3, i, -2, 9, -16, 4
> COc1ccc(S(=O)(=O)NCC(=O)N(CC(=O)NCC2CCCO2)c2cc(C)ccc2C)cc1 (centres undefined)
  -1, 3, -3, -7, i, -1, 5, -5, 1
> O=C(NCCc1ccccc1)C1CCC(CNS(=O)(=O)c2ccccc2)CC1 (centres undefined)
  -10, 0, -6, -2, i, -2, -2, -13, -2
> O=C(c1ccco1)N1CCC(c2nc3ccccc3[nH]2)CC1
  -1, -10, -3, -8, i, -2, -5, 2, -1
> COc1cccc(-c2cc(C(F)(F)F)nc(-n3ccc([N+](=O)[O-])n3)n2)c1
  -4, -8, 5, -2, i, 4, -8, 1, 0
> CC(=O)OC1CC2C(C)(C)C(=O)C=CC2(C)C2CCC3(C)C(c4ccoc4)OC(=O)C4OC43C12C (centres undefined)
  1, 2, 33, -1, i, 3, -2, 0, 4
> COc1ccc(C(=O)Nc2ccc(S(=O)(=O)N3CCOCC3)cc2)cc1[N+](=O)[O-]
  -2, 4, 6, -4, i, 4, 0, -2, 0
> Cc1cc2c(cc1C)C(c1cccc(F)c1)CC(=O)N2 (centres undefined)
  -2, 18, 6, -3, i, 4, 1, 11, -3
> CCCn1c2c(c(O)c(C(=O)Nc3ccc(OC)cc3)c1=O)CCCC2
  -2, -10, 24, -6, /, 8, 0, 16, -2
> CCCCc1nnc(NC(=O)CCN2C(=O)C3CC=CCC3C2=O)s1 (centres undefined)
  -1, 1, -8, 7, i, -1, -6, 17, 0
> Cc1ccc(C(=O)OCC(=O)NCc2cccs2)cc1S(=O)(=O)N1CCOCC1
  -3, -13, 2, -2, i, 7, 7, 6, 2
> O=C(Cc1ccccc1)Nc1ccc2c(c1)C(=O)N(CC1CCCO1)C2=O (centres undefined)
  -2, -2, -5, 2, /, 6, 6, 5, -2
> Cc1ccc(NC(=O)Cn2cnc3c(nnn3Cc3ccc(F)cc3)c2=O)cc1
  -4, 22, 0, -12, i, 1, 14, -7, -3
> Cc1cccc(N(Cc2ccccc2)C(=O)c2ccc(CS(C)(=O)=O)cc2)c1
  -3, -5, 5, 1, i, -3, 6, 1, -1
> CC1(C)C(=O)Nc2ccccc2N1C(=O)c1ccc([N+](=O)[O-])cc1
  -10, 12, -2, -5, i, 6, 6, -21, -6
> Cc1ccc(C(=O)N2CCN(c3ccc(NC(=O)c4ccc5c(c4)OCCO5)cc3)CC2)cc1
  -3, -22, 4, -8, i, 1, -6, 4, 3
> Cc1cc(C)n(-c2ccc(C(=O)OCC(=O)c3c(N)n(C)c(=O)n(C)c3=O)cc2)n1
  -4, -4, -3, -16, i, -2, 9, 3, 1
> O=c1[nH]c(CN2CCN(CCO)CC2)nc2ccccc12
  8.9*, 6, -10, 2, i, 5, 6, 14, 0
> O=C(c1cc(F)c(F)cc1Cl)N1CCCCC1
  -10, -3, -9, 4, i, -1, -1, -18, 1
> CC(C)c1cccc(C(C)C)c1OC(=O)[C@H]1OC(c2ccc(Br)cc2)=C[C@@H]1c1ccc(Br)cc1
  1, 3, 34, 7, i, -1, -4, 4, 4
> COC(CN(C)C(C(=O)NC1CCCCC1)c1ccccc1)OC (centres undefined)
  -3, -4, -4, 11, i, 3, -16, -9, 0
> O=C(O)c1ccc(NC(=S)NC(=O)c2cccnc2)cc1
  -2, 20, -8, 2, i, -3, 11, 13, 0
> COc1ccc(-c2cc3ccccc3n2CC(O)CNCCO)cc1 (centres undefined)
  0, 9, -8, 6, i, -1, -9, 6, 0
> CCOC(=O)C1C2C=CC3(CN(Cc4cccs4)C(=O)C13)O2 (centres undefined)
  0, 9, 0, 4, i, -3, 2, 7, -3
> CCn1ncc(C2=NOC(C(=O)Nc3c(C)n(C)n(-c4ccccc4)c3=O)C2)c1C (centres undefined)
  -7, 7, -3, -1, i, -2, -10, -10, 0
> OCCC1CN(Cc2ccc(C(F)(F)F)cc2)CCN1Cc1ccccc1 (centres undefined)
  -1, 3, 3, 4, i, 2, -9, 3, 5
> CSC1=NCCN1C(=O)c1ccc(S(=O)(=O)N(C)C)cc1
  -3, 7, 0, 0, i, -2, -9, 2, 2
> COc1cccc(OC)c1OCCN1CCC(C(=O)NC(c2ccc3c(c2)OCO3)c2ccccn2)CC1 (centres undefined)
  1, 7, -6, 11, i, 3, -9, -16, 3
> Cc1cccc2c1NC(=O)C2(O)N1CCCC(C)C1 (centres undefined)
  -3, -6, 0, -3, i, -1, -2, 13, -2
> O=C1c2ccccc2C(c2nnnn2-c2ccc3c(c2)OCCO3)N1CCOc1ccccc1 (centres undefined)
  -10, /, 1, -11, i, /, -14, 12, /
> COC(=O)c1[nH]c2ccc(C)cc2c1NC(=O)C(C)N1CCN(C2CCCCC2)CC1 (centres undefined)
  0, -113, -2, 8, /, 6, 16, 17, -2
> CCN(CC(=O)Nc1c(F)cccc1F)C(=O)CCc1c[nH]c2ccccc12
  -1, 0, -2, -2, i, 0, -7, 3, 6

More entries.
Values in the order – MsrA act, PABP1 MLLE inh, FAS-TE inh, eLon inh, Neddylation inh, MT1-MMP act inh, NRP1-CendR mod, SKN-1 block, Rin1 Abl inh
> O=C(CCCN1C(=O)c2ccccc2C1=O)NC1=NCCS1
  -3, -10, -7, -7, i, 4, 7, 20, -4
> CCCC(=O)Nc1cc(Cl)ccc1N1CCN(C(=O)CC)CC1
  0, -1, -8, -5, i, 1, 6, 6, -4
> O=C(NNC(=O)c1ccc(Oc2cc(Cl)cc(Cl)c2)o1)c1ccccc1
  -4, 3, 5, 16, i, -1, 0, -9, -1
> Cc1ccc(C(O)c2ncc(-c3ccccc3Cl)[nH]2)cc1 (centres undefined)
  -1, -4, -1, -2, i, -3, -3, 10, 3
> Cc1ccc(N=c2oc3cc(O)ccc3cc2C(N)=O)cc1
  -2, -21, -5, 2, +, -37, -20, 17, -4
> Cc1cc([N+](=O)[O-])ccc1NC(=O)Nc1ccc(F)cc1F
  -4, -1, 22, 3, i, -13, -9, 9, -2
> O=C(NCC(c1ccco1)N1CCN(c2ccc(F)cc2)CC1)OCc1ccccc1 (centres undefined)
  1, 9, 25, -2, i, 7, -8, -2, 0
> COc1ccc(CN2CCNC(=O)C2CC(=O)N(C)Cc2ccon2)cc1OC (centres undefined)
  -3, 5, -10, 2, i, 8, 9, 11, 6
> COc1ccc(/C=N/Nc2nc(-c3ccc(Cl)cc3)cc(C(F)(F)F)n2)c(OC)c1
  -2, 9, 1, 4, i, -2, 7, 2, -2
> Cc1nc(NC(=O)c2ccc([N+](=O)[O-])cc2Cl)sc1C(=O)N(C)C
  -2, 7, -7, 3, i, 0, 5, 8, -5
> O=C(C1CCN(S(=O)(=O)c2c(Cl)cccc2Cl)CC1)N1CCCC1
  0, -17, -2, 2, i, 1, 1, 35*, 0
> Clc1ccc(-c2nc3c4ccccc4ccn3c2CC2CCCCC2)cc1
  -2, /, 24, -9, i, -5, -10, 8, /
> CC(=O)Nc1ccc(Oc2ccc(-c3noc(C)n3)cc2)cc1
  -1, 9, -2, -9, i, -1, 9, 0, 1
> CN(C)CC(=O)N1c2ccccc2CCc2ccc(NC(=O)c3ccc(N)cc3)cc21
  -4, -4, 0, 11, i, -5, 6, 6, -3
> COc1cc2c(cc1OC)C(C)N(C(=O)c1cc3n(n1)C(C(F)(F)F)CC(c1ccco1)N3)CC2 (centres undefined)
  0, -2, -3, 1, i, 1, -6, 8, 4
> Cc1ccc(C)c2c1[nH]c1ccccc12
  -5, -6, 15, -7, i, 2, 3, 19, 2
> CC(=O)OCc1cc(=O)n(C)c(=O)n1C
  -4, 13, -7, -1, i, -1, 14, -4, -2
> CCOc1ccc(NC(=O)CCC(=O)Nc2cc(OC)c(NC(=O)c3ccco3)cc2OC)cc1
  0, -6, 6, -4, /, 2, -1, -8, 4
> CC1CC(=O)C2=C(C1)Nc1ncnn1C2c1ccccc1 (centres undefined)
  -15, -5, -9, -9, i, -3, 1, -20, 0
> O=C(Cc1cccc(NC(=O)C2CCCN(C(=O)C3CCC3)C2)c1)Nc1cccc(C(=O)N2CCCCC2)c1 (centres undefined)
  -1, 11, -2, -7, i, 0, -1, 5, -3
> Cn1c(=O)c(=O)n(C)c2cc(S(=O)(=O)CCC(=O)Nc3ccccc3C(F)(F)F)ccc21
  -1, 3, 0, 0, i, 0, -10, 17, 0
> COc1ccc(-n2c(SCC(N)=O)nc3nc4c(cc3c2=O)COC(C)(C)C4)cc1
  -10, 6, -4, -9, i, -2, 5, 17, 1

Rows were taken by chance. About 4% of those tested had a hit in this group.
